# ABHD5 PLIN5 PPI = inhibitors of human ABHD5-perilipin-5 interaction; AID 602281; Split G. princeps luciferase complementation, luminescence, 4 h; 360,000 tested, 0.78% active; Q00G26+Q8WTS1; inhibition, % at 4 µM;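 active means inhibition above the mean inhibition across every tested compound plus 3 SD, cut at about 22% in these data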;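 further: 0% = DMSO only wells and the 100% control is not disclosed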
# NOD2 RIPK2 PPI = NOD2-RIPK2 protein interaction inhibition | O43353 | CHO BLA complementation NOD2-RIPK2, CCF4 ratio | inhibition, % at 4.98 µM | 360,000 tested, 0.38% active; in the data active means inhibition above about 21%;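 further: 0% = vehicle only and 100% = reference blocker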
# Glyco luc inh = N-linked glycosylation inhibition; D54 ERlucT glycosylation luciferase reporter, 24 h; percent of 100 nM tunicamycin response; reporter increase, % at 12.5 µM; 360,000 tested, 0.23% active; AID 588692;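 active means mean luciferase reporter signal, scaled so untreated is 0 and the glycosylation-blocking control 100, at or above a set limit in every replicate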;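 further: luciferase carries N-glycosylation sites so blocking glycosylation raises the light; 0% = median of neutral control wells and 100% = median of 100 nM tunicamycin wells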
# ABCB6 inh 2 = inhibitors of human ABC transporter ABCB6; Q9NP58; K562-ABCB6 porphyrin accumulation, flow cytometry, 1 h; active compounds read low; fluorescence ratio to DMSO, % at 10 µM; 360,000 tested, 0.19% active;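 active means fluorescence ratio to DMSO below 75%, the collection mean minus 3 SD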;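 further: signal is porphyrin accumulated inside mitochondria; 100% equals median channel fluorescence of DMSO control wells; lower ratio means ABCB6 inhibition with less porphyrin fluorescence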
# HTR2A ag = activates the mouse 5-HT2A serotonin receptor | P35363 | activation, % at 7.6 µM | CHO-K1 mHTR2A beta-arrestin complementation, luminescence; percent of 30 µM serotonin response | 360,000 tested, 0.66% active;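 active means activation above a run cutoff, the mean activation of all tested compounds plus 3 SD, cut at about 14% in these data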;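 further: 0% = plate median of compound wells and 100% = 30 µM serotonin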
# Target sequence (P35363 whole entry, looked up): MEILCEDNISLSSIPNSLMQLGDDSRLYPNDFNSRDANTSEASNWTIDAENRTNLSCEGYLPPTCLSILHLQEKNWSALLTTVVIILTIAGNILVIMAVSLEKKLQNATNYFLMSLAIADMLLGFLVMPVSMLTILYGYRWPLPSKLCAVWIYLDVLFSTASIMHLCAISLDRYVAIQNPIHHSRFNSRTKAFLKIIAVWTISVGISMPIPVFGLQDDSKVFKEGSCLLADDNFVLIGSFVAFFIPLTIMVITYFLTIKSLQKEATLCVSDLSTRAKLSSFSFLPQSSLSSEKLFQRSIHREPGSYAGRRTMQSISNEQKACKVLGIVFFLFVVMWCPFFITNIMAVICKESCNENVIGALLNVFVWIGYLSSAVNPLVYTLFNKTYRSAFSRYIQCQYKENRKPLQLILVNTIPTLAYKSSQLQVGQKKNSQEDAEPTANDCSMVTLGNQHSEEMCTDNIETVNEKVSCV
# SRC2 inh = inhibits human steroid receptor coactivator 2 | Q15596 | HEK293 GAL4-SRC2 luciferase reporter, luminescence | inhibition, % at 9 µM | 370,000 tested, 0.17% active;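 active means inhibition above the mean inhibition of all tested compounds plus 3 SD, set per campaign, cut at about 52% in these data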;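 further: 0% = DMSO treated cells and 100% = cells given Gossypol at 36 µM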
# H9c2 protect = protects H9c2 cardiomyocytes from peroxide injury. protection from H2O2 cell death, % at 20 µM. 360,000 tested, 0.63% active. H2O2 injury protection, ATPLite, 2 h. AID 588492;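 active means compounds giving at least 50% protection of heart cells from peroxide-induced death in the single-dose screen, raw or plate-pattern-corrected value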;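 further: 0% = DMSO wells with peroxide and 100% = DMSO wells without peroxide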
# MC4R ag barr = agonists of human melanocortin 4 receptor (MC4R) beta-arrestin | P32245 | U2OS MC4R beta-arrestin complementation, luminescence; percent of melanotan II response, DMSO zero | activation, % at 8.9 µM | 360,000 tested, 0.98% active;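 active means activation above a per-plate cutoff, the mean activation of sample wells on that plate plus 3 SD, cut at about 8% in these data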
# Target sequence (P32245 whole entry, looked up): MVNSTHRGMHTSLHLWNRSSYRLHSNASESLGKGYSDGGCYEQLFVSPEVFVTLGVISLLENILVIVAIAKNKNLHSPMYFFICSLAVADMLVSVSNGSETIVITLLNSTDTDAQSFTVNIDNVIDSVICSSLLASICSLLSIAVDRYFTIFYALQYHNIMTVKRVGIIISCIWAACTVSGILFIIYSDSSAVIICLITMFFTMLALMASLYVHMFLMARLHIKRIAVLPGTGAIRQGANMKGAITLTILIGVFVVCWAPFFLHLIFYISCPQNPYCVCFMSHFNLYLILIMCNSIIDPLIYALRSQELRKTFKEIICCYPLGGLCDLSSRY
# TLR9-MyD88 inh = blocks human TLR9 binding to MyD88; 340,000 tested, 0.21% active; AID 504734; inhibition, % at 4.98 µM; Q9NR96+Q99836; CHO BLA complementation TLR9-MyD88, CCF4 FRET ratio;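 active means inhibition above the mean over all tested compounds plus 3 SD, cut at about 21% in these data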;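 further: 0% = DMSO only wells and 100% = clavulanate BLA inhibitor control wells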
# MC4R antag cAMP = blocks human MC4R cAMP signaling; MC4R-expressing cells, MTII-stimulated cAMP, LANCE TR-FRET; inhibition, % at 6.5 µM; 360,000 tested, 0.48% active;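 active means inhibition above its plate's cutoff, the mean of tested wells on that plate plus 3 SD, cut at about 29% in these data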;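 further: 0% = Melanotan II alone and 100% = Melanotan II plus saturating MCL0020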
#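 Test system: U2OS cells stably expressing human melanocortin 4 receptor (MC4R); also added: Melanotan II challenge; compound: 6.5 µM single dose; timing: 30-min compound preincubation, 1-h Melanotan II challenge, 1-h detection, room temperature; signal: Eu-cAMP/anti-cAMP TR-FRET, emission 671 nm; repeats: one well per compound, no replicates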
# * hit, by the source's call; / = not tested or not shown. This is a subset; rates above refer to the full screens.
# Each structure is followed by: ABHD5 PLIN5 PPI	NOD2 RIPK2 PPI	Glyco luc inh	ABCB6 inh 2	HTR2A ag	SRC2 inh	H9c2 protect	MC4R ag barr	TLR9-MyD88 inh	MC4R antag cAMP
Cc1ccc(N=CC=C2OC(C)(C)C(C)(C)O2)c(C)c1
 : 2	-3	4	100	3	4	-3	-0.5	2	13
Cc1ccc(C)n1-c1nnc(N2CCC(C(=O)NCCCN3CCN(C)CC3)CC2)s1
 : 2	-3	3	107	-3	-6	9	0.1	4	0
O=C(c1cnccn1)N(c1ccccc1)C1(C(=O)NC2CCCCC2)CCCCC1
 : 2	-2	0	96	-3	-21	1	1.2	-1	10
COc1cccc(OCC(O)CN2CCC(Cc3ccccc3)CC2)c1 (configuration not stated)
 : -1	7	0	99	-5	-10	-1	-0.4	-5	2
Cc1c(C(=O)NNC(=O)c2ccccc2O)oc2ccc(Br)cc12
 : -3	-6	1	103	-11	-22	33	4.3	-9	-6
O=C(Cc1ccccc1)NN1CCCCC1
 : -3	-15	5	91	-8	-41	4	0.6	1	2
CN(C)c1nc(/C=C(\C#N)C(N)=O)c(Cl)n1-c1ccc(F)cc1
 : -9	-2	-6	98	-3	7	16	-2.1	-9	-9
COC(=O)CSc1nnc(CNC(=O)c2cc(OC)cc(OC)c2)n1-c1ccc(F)cc1
 : -3	-12	2	91	1	2	-1	-1.9	-7	6
O=C(CN1CCCCC1)n1c2ccccc2c2ccccc21
 : 4	-13	13	93	1	4	3	1.6	3	-5
CCN(CC)CCNC(=O)c1ccccc1C(=O)c1ncc[nH]1
 : -4	-8	2	97	2	-31	-12	-0.7	-4	12
CCCOc1ccccc1/C=C(\C#N)C(=O)Nc1cccnc1
 : -1	9	2	99	-3	-21	1	-2.8	3	1
CC(=O)c1cccc(N(CC(=O)NC2CCCCC2)C(=O)CNC(=O)c2cccs2)c1
 : -1	-8	-2	96	0	-14	3	1.6	12	4
Cc1cc(NC(=O)CSc2nnnn2-c2ccccc2)no1
 : -7	-2	0	95	5	-6	-4	-0.2	9	11
C=CCn1c(CNC(=O)c2ccco2)nnc1SCC(=O)N1c2ccccc2Sc2ccccc21
 : -8	-4	-4	96	-2	/	0	1.2	-1	21
COc1cc(C(=O)OCc2cc(=O)n3ccsc3n2)ccc1OC(C)C
 : -3	9	-4	95	-3	-32	-3	-0.2	-2	25
CN(c1ccccc1)S(=O)(=O)c1ccc(Cl)c(C(=O)OCC(=O)c2c(N)n(C)c(=O)n(C)c2=O)c1
 : -4	-4	1	99	0	22	34	-0.2	2	-43
Cc1ccc2nc(NC(=O)CCCc3nc4ccccc4s3)sc2c1
 : -12	3	1	105	-5	-35	-12	1.7	-5	2
Cc1ccc(-c2cc(-c3ccco3)c(C#N)c(=O)[nH]2)cc1
 : 9	4	-1	96	7	-5	1	1.2	-1	11
Cc1cccc(CCN(Cc2cc3cccc(C)c3[nH]c2=O)C(=O)N2CCOCC2)c1
 : 2	2	3	98	6	-7	13	1.2	-8	11
COc1cc(NC(=O)c2ccccc2)c(OC)cc1NC(=O)Cc1ccc(Br)cc1
 : -3	4	-2	99	2	9	-10	6.7	1	1
Cn1c(C(=O)OCC(=O)NCC2CCCO2)cc2sccc21 (configuration not stated)
 : 8	-16	0	99	-2	-6	9	-0.9	1	-5
NC(=O)c1oc2ccccc2c1NC(=O)c1ccco1
 : -2	-4	5	102	-4	-36	72*	2.1	-2	26
COc1ccc(S(=O)(=O)N(C)C[C@H]2OCCCC[C@H](C)Oc3ccc(N(C)C)cc3C(=O)N([C@H](C)CO)C[C@@H]2C)cc1
 : -2	-7	2	102	-6	20	3	0.1	-22	-2
Cc1cccc(-c2oc3ccccc3c2C#CCCCCO)c1
 : 6	11	0	101	-1	6	-7	-1.3	-7	10
CCOC(=O)c1ccc(NC(=S)N2CCCC2)cc1
 : 0	-3	0	98	6	-45	-2	0.0	-11	-4
Cc1nc(Sc2ccccc2)c(C#N)cc1-c1ccccc1
 : 1	-4	-4	95	0	/	-11	-1.8	-14	3
CCN(CC)S(=O)(=O)c1cccc(NC(=O)CN2C(=O)NC3(CCOc4ccccc43)C2=O)c1 (configuration not stated)
 : 0	2	8	93	4	21	7	-0.4	-5	18
O=C(NC1CCN(Cc2ccccc2)CC1)c1ccccc1
 : -1	-2	1	95	-8	7	13	-1.0	-5	-1
NC(=S)n1[nH]c(-c2ccc([N+](=O)[O-])cc2)c(N=Nc2ccccc2[N+](=O)[O-])c1=O
 : -6	-3	3	96	0	5	-21	-1.6	-4	21
O=C(O)c1ccc(S(=O)(=O)NC2CC2)cc1
 : -3	-9	2	99	-2	-37	-2	-1.7	4	3

# Grouped by structure, the compounds so far containing an NH in an aromatic ring
# Each structure is followed by: ABHD5 PLIN5 PPI	NOD2 RIPK2 PPI	Glyco luc inh	ABCB6 inh 2	HTR2A ag	SRC2 inh	H9c2 protect	MC4R ag barr	TLR9-MyD88 inh	MC4R antag cAMP
CCN(CC)CCNC(=O)c1ccccc1C(=O)c1ncc[nH]1
 : -4	-8	2	97	2	-31	-12	-0.7	-4	12
Cc1ccc(-c2cc(-c3ccco3)c(C#N)c(=O)[nH]2)cc1
 : 9	4	-1	96	7	-5	1	1.2	-1	11
Cc1cccc(CCN(Cc2cc3cccc(C)c3[nH]c2=O)C(=O)N2CCOCC2)c1
 : 2	2	3	98	6	-7	13	1.2	-8	11
NC(=S)n1[nH]c(-c2ccc([N+](=O)[O-])cc2)c(N=Nc2ccccc2[N+](=O)[O-])c1=O
 : -6	-3	3	96	0	5	-21	-1.6	-4	21

# Rewritten with tabs: entries from further up
mol	ABHD5 PLIN5 PPI	NOD2 RIPK2 PPI	Glyco luc inh	ABCB6 inh 2	HTR2A ag	SRC2 inh	H9c2 protect	MC4R ag barr	TLR9-MyD88 inh	MC4R antag cAMP
CCOC(=O)c1ccc(NC(=S)N2CCCC2)cc1	0	-3	0	98	6	-45	-2	0.0	-11	-4
CCN(CC)CCNC(=O)c1ccccc1C(=O)c1ncc[nH]1	-4	-8	2	97	2	-31	-12	-0.7	-4	12
COc1cc(NC(=O)c2ccccc2)c(OC)cc1NC(=O)Cc1ccc(Br)cc1	-3	4	-2	99	2	9	-10	6.7	1	1
CCCOc1ccccc1/C=C(\C#N)C(=O)Nc1cccnc1	-1	9	2	99	-3	-21	1	-2.8	3	1

# (listing goes on)
# Each structure is followed by: ABHD5 PLIN5 PPI	NOD2 RIPK2 PPI	Glyco luc inh	ABCB6 inh 2	HTR2A ag	SRC2 inh	H9c2 protect	MC4R ag barr	TLR9-MyD88 inh	MC4R antag cAMP
CCOC(=O)Nc1ccccc1C(=O)Nc1cc(C)cc(C)c1
 : 0	-7	0	110	3	-2	-5	2.2	4	4
Cc1cc(C)cc(N(CC(=O)NC2CCCCC2)C(=O)CCCC(=O)Nc2ccccn2)c1
 : -1	-4	0	92	9	4	-6	-0.3	-4	11
C=CCN1C(=O)C(CC(=O)O)S/C1=N/N=C/c1ccc(N(CC)CC)cc1 (configuration not stated)
 : -15	-6	-2	102	-1	10	6	0.7	1	13
O=C(CN1C2CCCC1CC(NC(=O)c1ccccc1)C2)Nc1nccs1 (configuration not stated)
 : -1	-9	-1	102	0	13	-1	-1.3	1	3
CCCOC(c1ccccc1)(c1ccc(C(F)(F)F)cc1)C(Oc1nc(C)cc(C)n1)C(=O)O (configuration not stated)
 : -10	4	1	105	7	-38	-6	2.1	5	12
O=C1CCc2cc(S(=O)(=O)NC(Cc3ccccc3)C(=O)NCCC3=CCCCC3)ccc2N1 (configuration not stated)
 : 4	-7	-3	100	-3	-15	3	-0.9	11	3
COc1cccc(C(=O)Nc2c3c(nn2-c2cccc(C)c2C)CS(=O)C3)c1OC (configuration not stated)
 : 2	8	0	88	0	-3	2	-1.0	6	10
COC(/C=C/Nc1ccc(OC)cc1)=C(C#N)C#N
 : -11	-1	1	103	0	-22	3	1.8	-10	2
Cc1cccc(C(=O)NNC(=O)c2ccc(S(=O)(=O)N3CCOCC3)cc2)c1
 : -5	-5	-3	90	9	-16	-2	-0.9	3	3
O=C(CCCl)N(Cc1nc2ccccc2c(=O)[nH]1)Cc1cccs1
 : -2	1	-3	94	0	-9	18	-2.2	-3	9
CC1=CCP(=O)(c2ccccc2)C1 (configuration not stated)
 : -6	-8	1	102	0	-34	-11	-2.1	1	1
CCC(C)c1ccc(NC(=O)c2cccs2)cc1 (configuration not stated)
 : -6	11	-12	93	-6	-27	-20	0.1	-12	-1
Cc1ccc(NC(=O)COC(=O)c2ccc(OCc3c(C)noc3C)cc2)cc1S(=O)(=O)N1CCOCC1
 : 1	-14	3	99	0	-1	-1	-2.0	2	5
Cc1ccccc1C(=O)c1cccn1CC(=O)N1CCCCC1
 : -3	-13	-3	97	-4	-27	2	-3.3	12	-3
CCc1nnc(NC(=O)c2oc3ccc(Br)cc3c2C)s1
 : 12	-18	2	95	5	-46	-5	1.2	10	-2
O=c1[nH]c2ccc(Br)cc2c(-c2ccccc2)c1CN1CCOCC1
 : -3	-13	1	98	0	15	-7	0.3	-10	5
O=C(O)CCn1cc(/C=C2\NC(=S)N(c3ccccc3)C2=O)c(-c2ccc(Br)cc2)n1
 : -1	4	1	101	4	12	0	-2.3	3	-1

# Entries from the list above that contain a Cl atom:
# Each structure is followed by: ABHD5 PLIN5 PPI	NOD2 RIPK2 PPI	Glyco luc inh	ABCB6 inh 2	HTR2A ag	SRC2 inh	H9c2 protect	MC4R ag barr	TLR9-MyD88 inh	MC4R antag cAMP
CN(C)c1nc(/C=C(\C#N)C(N)=O)c(Cl)n1-c1ccc(F)cc1
 : -9	-2	-6	98	-3	7	16	-2.1	-9	-9
CN(c1ccccc1)S(=O)(=O)c1ccc(Cl)c(C(=O)OCC(=O)c2c(N)n(C)c(=O)n(C)c2=O)c1
 : -4	-4	1	99	0	22	34	-0.2	2	-43
O=C(CCCl)N(Cc1nc2ccccc2c(=O)[nH]1)Cc1cccs1
 : -2	1	-3	94	0	-9	18	-2.2	-3	9
